# UBC13 polyUb: blocks human UBC13 polyubiquitin chain formation; TR-FRET; hit rate 0.47% among 330,000; inhibition, % at 20 µM; P61088; in the data active = inhibition above about 45%, passing the limit was not always enough; inconclusive = no clear call, values can overlap the other calls
# Target sequence (P61088 whole entry, looked up): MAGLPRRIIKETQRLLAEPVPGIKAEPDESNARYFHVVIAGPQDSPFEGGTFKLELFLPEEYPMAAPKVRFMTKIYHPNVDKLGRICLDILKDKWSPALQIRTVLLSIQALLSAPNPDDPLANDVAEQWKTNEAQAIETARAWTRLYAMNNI
# APJ antag: blocks the human apelin receptor APJ | P35414 | CHO-K1 APJ beta-arrestin complementation, luminescence | inhibition, % at 20 µM | hit rate 0.32% among 330,000;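 active = inhibition above about 40% at 20 µM, limit read from the data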;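 note: cells challenged with 10 nM apelin-13 agonist together with compound; plate controls were apelin-13 plus DMSO wells for no effect and DMSO wells lacking apelin-13 for full effect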
# APJ ag: agonists of human APJ apelin receptor; P35414; CHO-K1 APJ PathHunter beta-arrestin, luminescence; 0% DMSO wells, 100% apelin; activation, % at 20 µM; hit rate 0.11% among 330,000; AID 2520;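 active = activation more than six SD over the plate average, tested at 20 µM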;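 note: 0% = DMSO alone and 100% = apelin-13 at 10 nM; some results filed as inactive read as strong as hits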
#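 Material: engineered CHO-K1 APJ arrestin reporter cells; amount: 1000 CHO-K1 reporter cells seeded per well; incubation: compound stimulation 90 min at 25 °C, detection 60 min; signal: luminescent beta-gal fragment complementation, chemiluminescent substrate; read-out basis: APJ agonist activity; controls: DMSO-only wells as negative, 10 nM Apelin-13 as positive control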
# ATG4B inhibitor: blocks human ATG4B protease cleavage of LC3 substrate; Q9Y4P1; ATG4B cleavage of LC3-PLA2, NBD-HPC fluorescence, 1 h; inhibition, % at 8.33 µM; hit rate 0.51% among 340,000; in the data active = inhibition above about 40%
# CCR6 antagonist: blocks CCL20-driven beta-arrestin recruitment at human CCR6; CHO-K1 CCR6 PathHunter beta-arrestin, luminescence, CCL20-stimulated; inhibition, % at 20 µM; hit rate 0.49% among 340,000;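 active = compounds whose inhibition of the agonist-driven luminescence signal at 20 µM reaches about 50%, limit read from the data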;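 note: cells stimulated with CCL20 at 14 nM final; plate controls were DMSO with CCL20 for no effect and DMSO without agonist for full effect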
# Target sequence (P51684 whole entry, looked up): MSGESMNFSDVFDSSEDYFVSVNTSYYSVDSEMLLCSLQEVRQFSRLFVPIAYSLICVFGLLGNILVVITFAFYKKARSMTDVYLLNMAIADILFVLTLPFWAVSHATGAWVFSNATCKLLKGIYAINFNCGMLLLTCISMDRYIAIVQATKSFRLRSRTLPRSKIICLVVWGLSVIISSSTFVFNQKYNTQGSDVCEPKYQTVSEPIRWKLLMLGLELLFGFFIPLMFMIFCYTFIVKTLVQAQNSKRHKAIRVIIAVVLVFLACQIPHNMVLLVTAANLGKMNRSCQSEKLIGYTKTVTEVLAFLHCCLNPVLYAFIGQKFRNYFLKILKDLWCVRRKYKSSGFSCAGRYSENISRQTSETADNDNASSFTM
# CXCR6 block: CXCR6 (human) receptor inhibition | O00574 | CHO-K1 PathHunter CXCR6 beta-arrestin, luminescence | inhibition, % at 20 µM | hit rate 0.36% among 360,000 | AID 602244; in the data active = inhibition above about 34%, passing the limit was not always enough;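 note: antagonist mode with CXCL16 agonist at 10 nM final; 0% = 10 nM CXCL16 with DMSO and 100% = unstimulated wells without agonist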
# EBI2 antag: blocks human EBI2 receptor beta-arrestin signaling. hit rate 0.81% among 360,000. EBI2 beta-arrestin recruitment, luminescence, 7a,25-OHC stimulated. inhibition, % at 5 µM. P32249; in the data active = inhibition above about 38%;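 note: enzyme fragment complementation signal reports receptor beta-arrestin coupling in cells; 0% = agonist plus DMSO wells and 100% = wells without agonist; some results beyond the cut were filed as inactive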
# Target sequence (P32249 whole entry, looked up, the tested form may be a part): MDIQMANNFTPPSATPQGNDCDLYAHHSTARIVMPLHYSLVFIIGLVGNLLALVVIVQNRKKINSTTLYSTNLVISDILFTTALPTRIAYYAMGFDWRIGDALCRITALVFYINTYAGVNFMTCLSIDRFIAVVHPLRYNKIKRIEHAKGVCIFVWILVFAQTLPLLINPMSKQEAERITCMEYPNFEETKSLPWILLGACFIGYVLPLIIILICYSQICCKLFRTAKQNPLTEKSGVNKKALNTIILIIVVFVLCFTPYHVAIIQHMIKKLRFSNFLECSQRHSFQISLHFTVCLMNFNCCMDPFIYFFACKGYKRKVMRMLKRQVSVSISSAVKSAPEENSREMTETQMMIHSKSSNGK
# Gli-Sufu antag: antagonists of Gli-Sufu signaling; inhibition, % at 5 µM; hit rate 0.74% among 340,000; Sufu-KO-LIGHT fibroblasts, Gli luciferase reporter luminescence;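 active = inhibition above about 55%, limit read from the data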;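 note: 0% = DMSO-treated cells and 100% = wells with medium but no cells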
# * marks the source's active call; other numbers are inactive results; ? = inconclusive; . = not tested or not shown.
SMILES,UBC13 polyUb,APJ antag,APJ ag,ATG4B inhibitor,CCR6 antagonist,CXCR6 block,EBI2 antag,Gli-Sufu antag
Cc1ccc(C)c(N(C(=O)c2snc(C(N)=O)c2N)C(C(=O)NCC2CCCO2)c2ccc(C)o2)c1 (centres undefined),12,-7,1,2,0,0,6,-18
C=CCn1c(CNC(=O)c2ccccc2F)nnc1SCC(=O)NC(C)c1ccccc1 (centres undefined),8,14,-2,-6,9,5,-2,-2
CCCn1c2ccccc2c2cnn(CC(=O)NC3CCCCC3)c(=O)c21,-2,16,1,19,8,-2,-6,.
CCOc1ccc(OCc2cccc(C(=O)N3CCCCCC3)c2)cc1,3,11,-2,12,15,0,0,-78
CCc1c(C)nc(N)c(C#N)c1-c1ccccc1,7,9,-3,-2,3,7,20,2
O=C(NC(=S)Nc1nc2ccc(F)cc2s1)c1ccco1,15,15,-1,18,29,20,-10,-53
N#Cc1cc2c(=O)n3ccccc3nc2n(-c2ccccc2Cl)c1=O,7,0,-2,0,-8,7,-1,-2
CCCC1CCC(c2ccc(C(N)=O)cc2)CC1 (centres undefined),-4,3,1,3,9,-12,-3,-14
O=C(Nc1ccccc1)C1CCCN1C(=O)NCc1ccccc1 (centres undefined),9,2,-1,16,7,-7,-5,-4
S=C(NCc1ccccc1)NCc1ccccn1,-7,19,0,4,-15,-3,-1,0
O=C(COc1ccc(C(=O)c2ccc(F)cc2)cc1)Nc1cccc(S(=O)(=O)N2CCOCC2)c1,-16,-4,8,-9,-4,-4,-6,3
COc1ccc(NC(=O)CN2c3cccc4cccc(c34)S2(=O)=O)c(OC)c1,7,12,-2,-19,4,-10,8,3
Cc1ccc(OCC(=O)N/N=C/c2cc([N+](=O)[O-])ccc2N2CCCCC2)cc1,-3,3,-3,-2,20,7,-18,8
CCO[C@H]1OC(C(=O)NC2CC2)=C[C@@H](C)[C@@H]1CCCO,-2,2,5,-4,-4,-2,-12,-5
COC(=O)CCCCCN1C(=O)/C(=C\c2ccncc2)SC1=S,-4,-11,1,2,-5,-17,11,4
COc1ccc(CCNC(=O)CCCCC(=O)NCCc2ccc(OC)c(OC)c2)cc1OC,3,15,-4,-3,-11,-2,0,2
CCCCCn1c(=O)[nH]c2cc(C(=O)N3CCN(c4ccc(C(C)=O)cc4)CC3)ccc2c1=O,-5,0,0,0,4,2,-2,37
Cc1ccc(C)c(S(=O)(=O)Nc2ccc(O)c3ccccc23)c1,-30,-3,0,-5,22,3,11,10
O=C(NCc1ccncc1)C1CCN(S(=O)(=O)c2cccc(C(F)(F)F)c2)CC1,5,-5,2,-3,16,-2,-11,11
CCN(CC(=O)Nc1c(F)cccc1F)C(=O)CC1CCCC1,0,7,-1,2,6,4,-5,-2
O=C(O)c1cc(S(=O)(=O)N2CC3CC3C2C(=O)O)c(Cl)cc1Cl (centres undefined),6,15,-5,-9,-10,-6,5,2
CCOc1ccc2nc(C)cc(Nc3ccc4c(c3)OCCO4)c2c1,15,-2,-3,-2,36,-15,9,6
O=C(CCc1nc(-c2ccccc2)no1)N1CCCC1,-13,1,1,4,3,-2,8,-9
CC(C)(C)c1ccc(C2CC2C(=O)N/N=C\c2ccc[nH]2)cc1 (centres undefined),-2,-17,3,15,-10,-6,11,88*
Cc1cccc(C)c1OCC(=O)Nc1ccc(NC(=O)c2ccco2)cc1,20,-12,5,11,-5,-7,2,-20
COc1ccc(C(=O)N2CCCC(C(N)=O)C2)cc1S(=O)(=O)N1CCOCC1 (centres undefined),3,4,3,-14,0,-2,-5,0
Cn1c(Br)nc2c1c(=O)n(CC(O)COc1ccccc1)c(=O)n2C (centres undefined),-2,13,0,-10,-9,2,-11,-3
Cc1nc(C(=O)NNC(=O)c2ccccc2Cl)c(C(F)(F)F)o1,2,9,3,3,-9,-6,6,7
COCCNC(=O)C(c1ccc(O)cc1)N(C(=O)CCC(=O)Nc1nccs1)c1cccc(C)c1 (centres undefined),0,11,1,-5,14,-4,1,5
COC(=O)C(C)Oc1ccc2c(c1)O/C(=C\c1ccco1)C2=O (centres undefined),-5,8,-3,8,11,-3,-4,9

# Full records from above. Order of values: UBC13 polyUb | APJ antag | APJ ag | ATG4B inhibitor | CCR6 antagonist | CXCR6 block | EBI2 antag | Gli-Sufu antag
# `Cn1c(Br)nc2c1c(=O)n(CC(O)COc1ccccc1)c(=O)n2C` (centres undefined) is listed with -2 | 13 | 0 | -10 | -9 | 2 | -11 | -3
# `COC(=O)C(C)Oc1ccc2c(c1)O/C(=C\c1ccco1)C2=O` (centres undefined) is listed with -5 | 8 | -3 | 8 | 11 | -3 | -4 | 9
# `COc1ccc(C(=O)N2CCCC(C(N)=O)C2)cc1S(=O)(=O)N1CCOCC1` (centres undefined) is listed with 3 | 4 | 3 | -14 | 0 | -2 | -5 | 0
# `CCOc1ccc2nc(C)cc(Nc3ccc4c(c3)OCCO4)c2c1` is listed with 15 | -2 | -3 | -2 | 36 | -15 | 9 | 6
# `Cc1nc(C(=O)NNC(=O)c2ccccc2Cl)c(C(F)(F)F)o1` is listed with 2 | 9 | 3 | 3 | -9 | -6 | 6 | 7

# Later entries
SMILES,UBC13 polyUb,APJ antag,APJ ag,ATG4B inhibitor,CCR6 antagonist,CXCR6 block,EBI2 antag,Gli-Sufu antag
CCOc1ccc(N(C)S(=O)(=O)c2csc(C(N)=O)c2)cc1,10,-8,0,-1,7,-5,12,7
CCN(CC)CCCN1C(=O)C2C(C(=O)Nc3ccc(C(C)C)cc3)C3C=CC2(O3)C1C(=O)NC1CCCCC1 (centres undefined),8,13,-3,-1,-5,9,-11,29
COCc1c(C(=O)OCC(=O)Nc2ccc(OC(F)F)cc2)oc2ccccc12,-8,9,-1,2,4,-8,-5,-6
O=C1CC(c2ccc(F)cc2)Cc2nc(NCc3ccco3)ncc21 (centres undefined),2,9,0,2,-8,-4,4,6
COc1cc(C(=O)Nc2ccc(Oc3ncnc4sc(-c5ccccc5)cc34)cc2)cc(OC)c1OC,27,-1,3,-9,6,1,13,14
COc1ccc(N2CCN(C(=O)c3ccc(Cl)c(S(=O)(=O)N4CCCC4)c3)CC2)cc1,-6,-7,0,-4,9,2,14,20
CCOc1cc(C2C(C(=O)c3ccco3)=C(O)C(=O)N2CC2CCCO2)ccc1O (centres undefined),0,21,-2,-15,12,6,-8,-4
Cc1occc1C(=O)NNC(=O)Nc1ccc([N+](=O)[O-])cc1,0,13,-3,-6,13,-5,9,-11
CC(C(=O)Nc1ccccc1C(=O)N1CCOCC1)N(c1ccc(Cl)cc1)S(C)(=O)=O (centres undefined),3,3,-3,4,9,-6,7,2
CC1(C)Cc2c(c(N3CCOCC3)nc3sc4c(NCCN)ncnc4c23)CO1,.,.,.,-8,10,-5,-6,7
CCCc1nc(SCc2ccc(Cl)cc2Cl)n[nH]1,2,12,-5,-7,-2,6,8,-9
COc1ccc(OCC(=O)OCCNC(=O)c2cccnc2)cc1,7,13,3,1,0,-2,-14,2
N#C/C(=C/c1cn(-c2ccccc2)nc1-c1cccc(OCc2ccc(F)cc2)c1)C(=O)NCCCn1ccnc1,-14,-18,7,-8,16,5,35,-2
CC12CCC(=O)N1C(C(=O)Nc1cc(S(=O)(=O)N3CCCCCC3)ccc1OCC(F)(F)F)CS2 (centres undefined),-4,9,-8,-6,10,1,9,2
CC12CCC(=O)N1C(C(=O)Nc1cc(Cl)ccc1N1CCOCC1)CS2 (centres undefined),6,14,1,-5,-12,6,6,8
CCCCN(CC)C(=O)/C=C/c1cccc([N+](=O)[O-])c1,2,22,-3,9,0,0,-5,-3
CCOC(=O)c1cc(C)n(Cc2ccc(OCC)c(OC)c2)c1C,3,27,-3,1,6,4,-1,8
c1ccc2c(c1)CCN(c1nc3cc4c(cc3s1)OCCO4)C2,6,-18,4,12,-1,-7,24,18
Cc1ccc(Nc2c3c(nc4ncnn24)CCC3)cc1,6,4,-3,0,-1,-3,-4,-7
CCC(C)n1c(SCC(=O)NCc2ccco2)nnc1-c1cccc(S(=O)(=O)N2CCOCC2)c1 (centres undefined),-10,-6,-1,-5,6,6,-7,-4
O=C(NCCCc1ccccc1)C1CCN(S(=O)(=O)c2ccc(F)cc2)CC1,1,21,-1,-10,15,-2,17,-7
Clc1ncnc2[nH]ccc12,.,.,.,5,-4,-1,-8,-13
COc1ccc(CNC(=O)Cc2cccs2)cc1,-1,9,0,2,-3,-18,-2,-23
O=C(CCc1nc2ccccc2c(=O)[nH]1)Nc1cccc(S(=O)(=O)N2CCOCC2)c1,4,12,3,0,9,-13,3,-4
COc1ccc(C(=O)Nc2ccc(C(=O)N3CCCCC3C)cc2)c(OC)c1OC (centres undefined),-2,1,-1,-1,7,9,-2,-4
COc1ccc(C(=O)NC(=S)Nc2ccc3c(c2)Cc2ccccc2-3)cc1,-2,18,-2,-1,28,14,20,1
COc1ccc(S(=O)(=O)N2CCN(CC(=O)c3[nH]c(C)c(C(C)=O)c3C)CC2)cc1OC,6,15,-2,-7,9,-2,3,5
O=C(NCCc1ccccc1)c1coc(=O)c(Br)c1,1,7,-3,-6,18,-1,4,10
CC(=O)Nc1ccc(S(=O)(=O)NCC(=O)NCCCc2ccccc2)cc1,-2,-32,3,-12,16,8,3,-15
CN(CCC1CCOCC1)Cc1nc(Cc2ccccc2F)no1,5,-7,-8,-6,7,6,1,0
COc1cc2cc(Br)cc(Br)c2nc1C,?,1,3,1,10,-3,5,-8
C/C(=N\NC(=O)COc1ccc(C(C)(C)C)cc1)c1ccccc1,-7,-1,-4,-2,-13,2,0,-1
COc1ccc(C)cc1S(=O)(=O)N(CC(=O)O)c1ccc(F)cc1,-2,-16,-1,4,-2,8,-4,1
Cc1noc(C)c1C(=O)NC(Cc1c[nH]c2ccccc12)C(=O)O (centres undefined),-19,-1,-1,-10,4,-5,8,-3
COC(=O)C1=C(C)NC(=O)/C1=C\c1cc(C)n(-c2ccccc2C)c1C,-13,-1,0,2,11,5,0,-10
CN(C(=O)COc1coc(CN2CCN(c3ccccc3)CC2)cc1=O)c1ccccc1,-1,1,-5,5,3,-2,3,12
O=c1cc(-c2ccc(O)c(O)c2)oc2cc(O)c([C@@H]3O[C@H](CO)[C@@H](O)[C@H](O)[C@H]3O)c(O)c12,-16,-2,-3,-1,17,6,4,-14
Cn1c(=O)oc2cc(S(=O)(=O)N3CCCC(C(=O)Nc4ccccn4)C3)ccc21 (centres undefined),3,6,-3,-6,-6,1,-11,4
Cc1ccc(C)c(NC(=O)c2ccccc2NS(=O)(=O)c2cc([N+](=O)[O-])ccc2C)c1,-19,0,-2,8,15,6,-18,34
CC1CCN(S(=O)(=O)c2ccc(NC(=O)Cc3cccs3)cc2)CC1,-7,-17,2,1,15,1,-1,-4
CSc1nc(-c2ccccc2)nc(C(C)C)n1,10,1,-3,4,15,-2,-6,0
COc1ccc(Nc2cc(C(=O)NCCCOC(C)C)c3ccccc3n2)c(OC)c1,-1,-6,-2,-4,10,11,7,-1
COc1ccc(CCNC(=O)CCOc2cc(C)ccc2C)cc1OC,-1,-1,-3,-10,16,-6,5,2
O=C1C(CN2CCCC2)CCCC1CN1CCCC1 (centres undefined),.,.,.,7,12,4,-12,5
Cc1cccc(OCc2n[nH]c(=S)o2)c1,-14,6,-3,-12,5,2,7,9
COc1ccc(/C=N\NC(=O)COc2ccccc2)c(C(=O)O)c1OC,-22,-19,-5,-1,-4,-2,-17,-2
CCOC(=O)N1CCN(C(=O)CSc2ccccc2)CC1,6,-3,-2,-1,7,0,31,0
CC(C)(C)Nc1nc(OCC#N)nc(N2CCCCC2)n1,7,-6,-3,-9,8,2,9,-6
O=C1N[C@@H](c2ccccc2)COC(=O)[C@H](Cc2ccc(F)cc2)C/C=C\C[C@@H]1CC(=O)N(CCO)Cc1ccccc1,13,7,-5,39,23,14,13,3
CC(=O)Nc1ccc(OCC(O)Cn2c(CO)nc3ccccc32)cc1 (centres undefined),-3,20,-4,2,13,-9,-5,-1

# Bioassay records (PubChem BioAssay)
